# EBNA-1 inhibitor: blocks EBNA-1 binding to DNA; 0.34% of 300,000 active; inhibition, % at 14.8 µM; EBNA-1 DNA binding, fluorescence polarization; in the data active means inhibition above about 28%
# CR mimetic SO: lowers age-related superoxide in aged yeast cells; S. cerevisiae aged cells, superoxide DHE fluorescence; stronger effect = lower value; superoxide response (% of plate mean), % at 10 µM; 0.18% of 330,000 active;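 active means superoxide response under a set limit, about three screen SD below normal, cut at about 65% in these data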;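 further: yeast aged for seven days with compound at 30 °C before DHE staining; 100% = average MFI of all compound-treated wells on the plate with controls excluded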
# JMJD2C inh: inhibitors of human GASC-1 (JMJD2C) demethylase; 0.069% of 330,000 active; inhibition, % at 2.35 µM; AID 2099; GST-JMJD2C(1-420) H3K9me3 demethylation, DELFIA europium;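 active means more than half of a compound's replicate wells show inhibition beyond 50%, single wells judged on their own value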;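 further: signal counts dimethyl H3K9 product captured on neutravidin plate; 0% = median of DMSO wells and 100% = 0.3 times that DMSO median; strong numbers were not always called active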
# HCV core dimer: blocks dimerization of HCV core protein. 0.33% of 300,000 active. AID 1899. TR-FRET GST/Flag-core106 dimerization, 1536-well. inhibition, % at 5 µM;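 active means inhibition above the mean of all tested compounds plus 3 SD, set per screening campaign, cut at about 45% in these data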
#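 System – GST-tagged and Flag-tagged HCV core protein residues 1-106 · Repeats – one well for each compound · Technique – TR-FRET 671 and 617 nm emission · Doses – one concentration, 5 µM, in 0.5% DMSO · Times – 4 h, 22.5 °C incubation · Also added – Eu donor and XL665 acceptor anti-tag antibodies · Measure – percent inhibition of core106 dimerization signal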
# TPT1 inh: blocks Candida albicans tRNA 2'-phosphotransferase; recombinant caTPT1, FP RNA substrate dephosphorylation; inhibition, % at 5 µM; 0.81% of 300,000 active; AID 1962;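 active means inhibition above the mean of all tested compounds plus 3 SD, set per screening campaign, cut at about 24% in these data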;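 further: plate controls were DMSO alone for no effect and ferristatin control at 100 nM for full effect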
# PP5 inh: inhibitors of human protein phosphatase 5 (PP5); purified PP5c, OMFP substrate fluorescence; inhibition, % at 6.7 µM; 0.18% of 320,000 active; AID 1987;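 active means inhibition above the campaign's mean inhibition across all tested compounds plus 3 SD, cut at about 9.5% in these data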;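 further: 0% = DMSO only and 100% = 100 µM cantharidin control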
# Target sequence (P53041 whole entry, looked up): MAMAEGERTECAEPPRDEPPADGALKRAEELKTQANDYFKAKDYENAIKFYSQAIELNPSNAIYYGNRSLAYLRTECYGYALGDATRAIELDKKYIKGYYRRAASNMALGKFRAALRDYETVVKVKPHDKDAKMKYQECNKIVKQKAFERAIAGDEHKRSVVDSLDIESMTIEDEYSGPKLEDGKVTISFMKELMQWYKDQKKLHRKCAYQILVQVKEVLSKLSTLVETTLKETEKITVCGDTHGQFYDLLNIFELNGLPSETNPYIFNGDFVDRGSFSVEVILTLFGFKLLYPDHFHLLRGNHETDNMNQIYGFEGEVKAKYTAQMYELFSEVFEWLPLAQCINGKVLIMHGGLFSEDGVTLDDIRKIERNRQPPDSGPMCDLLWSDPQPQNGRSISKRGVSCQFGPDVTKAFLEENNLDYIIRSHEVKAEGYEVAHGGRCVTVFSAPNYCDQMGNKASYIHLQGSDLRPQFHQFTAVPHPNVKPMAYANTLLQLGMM
# ZTA counter: ZTA (EBV) inhibition in EBNA-1 counter-screen. AID 2234. ZTA-DNA binding, fluorescence polarization. inhibition, % at 11 µM. 0.15% of 320,000 active; in the data active means inhibition above about 33%
# Target sequence (P03206 whole entry, looked up): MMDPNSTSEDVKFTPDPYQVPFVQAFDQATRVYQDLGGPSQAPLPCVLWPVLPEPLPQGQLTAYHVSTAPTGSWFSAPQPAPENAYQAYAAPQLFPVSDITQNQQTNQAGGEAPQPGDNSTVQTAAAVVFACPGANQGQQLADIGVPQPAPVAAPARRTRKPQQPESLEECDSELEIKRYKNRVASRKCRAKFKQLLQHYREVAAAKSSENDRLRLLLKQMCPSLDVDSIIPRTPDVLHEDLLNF
# CTSL1 counter: counter-screen for PFM18AAP inhibitors: inhibitors of F. hepatica cathepsin L1; recombinant F. hepatica cathepsin L1, Z-Leu-Arg-MCA fluorescence; inhibition, % at 5.96 µM; 0.49% of 300,000 active; AID 1906;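 active means inhibition above the mean of all tested compounds plus 3 SD, set per screening campaign, cut at about 17% in these data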;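 further: 0% = plate median of test compound wells and 100% = 1 µM Z-Phe-Ala-diazomethylketone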
# PP1 counter: PP1-alpha (human) inhibition in PP5 counter-screen; AID 2235; inhibition, % at 6.7 µM; P62136; purified PP1alpha, OMFP fluorescence; 0.9% of 320,000 active;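 active means inhibition above the mean inhibition of all tested compounds plus 3 SD, computed separately for each screening campaign, cut at about 15% in these data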
# Target sequence (P62136 whole entry, looked up): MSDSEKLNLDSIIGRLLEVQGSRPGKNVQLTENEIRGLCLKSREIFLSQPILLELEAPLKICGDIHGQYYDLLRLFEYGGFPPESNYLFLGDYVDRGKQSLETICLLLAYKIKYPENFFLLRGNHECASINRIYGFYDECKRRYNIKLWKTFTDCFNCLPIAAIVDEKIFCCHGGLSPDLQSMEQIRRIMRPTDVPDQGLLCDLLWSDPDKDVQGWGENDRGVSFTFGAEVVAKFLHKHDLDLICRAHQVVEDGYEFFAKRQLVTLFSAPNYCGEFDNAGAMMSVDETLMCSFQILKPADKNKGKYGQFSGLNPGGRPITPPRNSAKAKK
# Starred values were filed as active, the others as inactive; nt = no result given; & = joins results of further samples.
SMILES,EBNA-1 inhibitor,CR mimetic SO,JMJD2C inh,HCV core dimer,TPT1 inh,PP5 inh,ZTA counter,CTSL1 counter,PP1 counter
COc1cccc(NC(=O)CCSc2ccc3ccccc3n2)c1,-16,104,-2,-2,-1,0.8,-2,3,-2
CNC(=O)Cn1nc(C)c2ccccc2c1=O,-8,113,-8,-8,0,-0.3,-10,0,-6
CCOC(=O)C1(Cc2ccccc2)CCN(Cc2ccon2)CC1,2,99,-7,-3,2,0.4,-2,1,-2
COc1ccc(C(C#N)N2N=C(C)CC2(C)C)cc1OC (configuration not stated),-1,94,56,0,-2,1.8,-18,15,0
Cc1ccc(S(=O)(=O)N2CCN(c3ccc(S(=O)(=O)N4CCOCC4)cn3)CC2)cc1,-13,92,-8,6,2,4.4,0,2,1
O=C(CSc1ncc(-c2ccc(F)cc2)[nH]1)NCc1ccco1,-6,105,16,9,1,-0.6,-3,1,-4
N#Cc1ccccc1S(=O)c1ccccc1C(=O)Nc1ccccc1 (configuration not stated),6,89,7,-2,-3,1.3,15,1,-1
O=C(NCC1CCCO1)c1ccc2c(=O)n(Cc3cccc(Br)c3)c(=S)[nH]c2c1 (configuration not stated),6,102,40,6,1,-0.3,-3,5,-3
O=C1C2C3C=CC(C3=C(c3ccccc3)c3ccccc3)C2C(=O)N1CCO (configuration not stated),4,94,2,-5,-3,2.5,-16,-2,-1
O=C(NCc1cccnc1)C1CCN(S(=O)(=O)c2cccc(C(F)(F)F)c2)CC1,nt,83,9,nt,nt,-2.0,0,nt,-6
O=C(CN1C(=O)CCS(=O)(=O)c2ccccc21)Nc1cccc(Cl)c1,-2,110,0,3,-1,1.7,-9,2,3
CC(C)Cn1nnc2c(=O)oc3ccccc3c21,-7,126,0,1,2,6.0,-10,2,13
O=C(Nc1nc(-c2ccc(-c3ccccc3)cc2)cs1)C1CCCO1 (configuration not stated),-5,96,2,10,0,0.3,3,3,1
O=C(CSc1nc(C2CC2)nc2ccccc12)Nc1ccccc1,-1,78,1,7,0,4.3,1,-1,8
CC1CC(C)CN(C(=O)CSc2nnc(-c3ccc(Cl)s3)o2)C1 (configuration not stated),-8,115,-6,6,-1,3.5,-7,1,-3
COc1ccc2[nH]c(=O)c(CN(Cc3cccs3)C(=S)Nc3ccccc3)cc2c1,1,103,-1,19,-5,2.8,-11,3,2
Cc1cc(C)n(-c2ccc(C(=O)Nc3ccc(S(=O)(=O)N(C)C)cc3)cc2)n1,-12,81,-8,-3,1,4.5,-4,0,3
O=c1[nH]cnc2c1oc1ccccc12,5,87,-17,-12,7,-3.1,-1,-2,-3
CCOC(=O)COc1ccc(C2CC(C)=NN2c2ccccc2)cc1 (configuration not stated),-3,100,8,6,-6,1.5,2,0,3
Nc1nc(SCc2nnc(SCC(=O)O)n2-c2ccccc2)nc2sc3c(c12)CCCC3,2,104,-10,3,-2,1.1,3,-2,-1
Cc1cccc(C)c1NC(=O)C1(C)c2cccc[n+]2CC(=O)N1Cc1cccs1 (configuration not stated),14,99,-2,14,0,1.3,-10,2,-1
CCN1CCN(C(=O)C(N)Cc2ccccc2)CC1 (configuration not stated),-2,105,-1,-2,2,-0.6,-2,1,-3
CC(C)c1cc(C(=O)N/N=C/c2ccoc2)c(O)c(C(C)C)c1,4,99,-6,-16,-7,4.6,-16,1,2
Cc1nn2c(nc(N3CCOCC3)c3ccccc32)c1C=C(C#N)C#N,-10,109,-14,-2,7,-1.4,-5,-3,-1
COc1ccc(CCNC(=O)CCn2c(=O)[nH]c3cc(OC)c(OC)cc3c2=O)cc1OC,-12,100,3&-18,5,-4,4.9,6,0,-2
CCC(C)(C)n1nnnc1C(c1cc2ccc(OC)cc2[nH]c1=O)N1CCc2ccccc21 (configuration not stated),5,97,-8,10,3,1.6,5,-1,2
CCC(CO)Oc1cc(NCc2ccc(OC)cc2)c2ncn(C(C)C)c2c1 (configuration not stated),nt,96,6,nt,nt,2.3,-7,nt,0
N#Cc1cc([N+](=O)[O-])ccc1Oc1cccc(/C=N/NC(=O)c2cccc(Cl)c2)c1,0,108,-3,50*,1,2.0,1,3,9
CC(C)NC(=O)CSc1ccccc1C(=O)NCc1ccc2c(c1)OCO2,21,98,15,-2,-7,-1.5,8,-3,-3
CCOc1ccc(Nc2nc(Cl)nc(N3CCN(c4ccc(OC)cc4)CC3)n2)cc1,-8,105,-57,8,1,1.5,-30,-2,1
Cc1cccc(OCCNc2ccc(C(F)(F)F)cc2[N+](=O)[O-])c1,10,101,-4,3,-2,3.3,6,0,2
Cc1cccnc1Nc1nc(-c2ccc(O)cc2)cs1,-5,115,40,-5,0,3.8,-22,14,-1
COc1ccc(C2C(C(=O)N3CCN(c4ccccn4)CC3)CCC(=O)N2c2cc(OC)c(OC)c(OC)c2)cc1 (configuration not stated),-14,115,-2,-1,5,-0.4,0,-1,-5
Cc1cc(NC(=O)c2noc3c2CCCC3)nn1Cc1ccc(Cl)cc1,2,113,-29,1,1,5.3,-3,0,4
O=[N+]([O-])c1cc(Cl)c2cccnc2c1O,-5,180,1,-9,-3,0.5,-4,6,6
O=C(Nc1ccc2oc(-c3cccnc3)nc2c1)c1ccc2c(c1)OCCO2,41*,80,1,21,2,4.3,4,1,30*
O=C(CSc1nnc(-c2ccc(F)cc2)o1)c1ccc2c(c1)OCCO2,-2,93,-3,-6,-5,-0.8,-2,2,0
C=CCNC(=S)N1CCN(c2ncc(C(F)(F)F)cc2Cl)CC1,-24,105,-2,-1,1,2.8,-26,6,-2
CCN(Cc1ccccc1)S(=O)(=O)c1c(C)[nH]c(C)c1C(=O)N1CCCCC1,5,103,41,1,-5,-1.7,20,-1,-3
Cc1ccc2ccc(C3C(=O)c4ccccc4C3=O)nc2c1,-8,104,8,17,5,3.2,1,3,7

# Looked up by structure from the entries so far:
SMILES,EBNA-1 inhibitor,CR mimetic SO,JMJD2C inh,HCV core dimer,TPT1 inh,PP5 inh,ZTA counter,CTSL1 counter,PP1 counter
CCN1CCN(C(=O)C(N)Cc2ccccc2)CC1 (configuration not stated),-2,105,-1,-2,2,-0.6,-2,1,-3
CCN(Cc1ccccc1)S(=O)(=O)c1c(C)[nH]c(C)c1C(=O)N1CCCCC1,5,103,41,1,-5,-1.7,20,-1,-3

# The list goes on:
SMILES,EBNA-1 inhibitor,CR mimetic SO,JMJD2C inh,HCV core dimer,TPT1 inh,PP5 inh,ZTA counter,CTSL1 counter,PP1 counter
Cc1cccc(C(=O)N/C(=C\c2ccc(C)o2)C(=O)O)c1,-1,87,17,2,3,1.9,1,0,2
O=C(c1ccc(COc2ccc(F)cc2)o1)n1cc(Br)cn1,-1,90,-10,31,3,1.1,-7,3,1
CCCS(=O)(=O)c1nc(S(=O)(=O)c2ccc(C)cc2)c(NCCCN(C)C)s1,13,106,3,10,0,1.7,17,1,-1
CCN(C(=O)Cn1nc(C(=O)O)c2ccccc2c1=O)C1CCCCC1,-8,97,-3,2,1,1.0,-11,-8,2
CCc1nc(Nc2ccc3c(c2)OCO3)c2oc3ccccc3c2n1,4,97,4,5,2,6.6,13,1,4
O=C(NCc1ccco1)c1ccc(Cl)c(S(=O)(=O)N2CCc3ccccc32)c1,2,96,-1,-2,-1,3.2,-5,-1,4
Cn1nccc1C(=O)Oc1cccc(/C=N/NC(=O)c2ccccc2O)c1,-6,103,0,-11,0,3.4,-18,-2,-3
N=c1c2c3c(sc2ncn1CCN1CCOCC1)CCCCC3,9,103,1,4,-2,-0.8,6,3,-5
Cc1ccc(-n2ncc3c(=O)n(CC(=O)NC4CCCC4)cnc32)cc1C,-2,101,-8,-5,0,1.0,-5,-1,-6
Cc1nn(Cc2ccccc2)c(C)c1NC(=O)c1cc(-c2cccs2)on1,-1,106,-39,-2,3,2.6,-11,-4,-1
CCS(=O)(=O)Nc1cccc(C2=NN(S(=O)(=O)c3ccc(C)cc3)C(c3cccs3)C2)c1 (configuration not stated),5,106,5,7,-4,3.7,-6,-2,2
O=C(O)c1cc([N+](=O)[O-])c(N2CCCC2)c([N+](=O)[O-])c1,8,99,-7,-4,-4,-1.7,-4,2,-1
CCOc1nc(-c2ccccc2)ccc1-c1noc(-c2cccnc2)n1,10,103,2,5,0,0.3,13,0,-3
CCCN(C(=O)c1ccco1)c1nnc(-c2ccccc2C)s1,17,108,16,13,4,2.5,16,1,0
Cc1cc(C)n(C(=O)/C(C#N)=C/N(C)C)n1,-8,87,10,-7,-7,-3.7,-2,2,4
CCOc1ccccc1N1CN(C2CCCCC2)CNC1=S,11,111,nt,2,3,0.1,-7,2,-3
O=C(COC(=O)Cc1n[nH]c(=O)c2ccccc12)Nc1ccc(Cl)cc1F,2,115,-2,-1,1,0.7,12,0,-1
CCC1CCCCN1C(=O)CN1C(=O)c2ccccc2S1(=O)=O (configuration not stated),-1,95,53,-7,-5,0.8,-18,-4,-2
Cc1cc(-n2nc3ccccc3n2)c(O)c([N+](=O)[O-])c1,10,104,-17,-8,-2,1.8,-18,-3,1
Cc1nn(Cc2c(F)c(F)c(F)c(F)c2F)c(C)c1NC(=O)c1ccc(COc2cc(Cl)ccc2Cl)cc1,13,90,-5,14,0,1.3,-6,-3,-6
CN1CCN(C(=O)c2cc3c(ccc4ccccc43)oc2=O)CC1,-7,110,-9,3,-1,-0.7,-1,2,-6
COc1ccccc1-c1ccc(SCc2ccc(C)cc2)nn1,-7,104,7,4,0,2.5,7,1,1
COc1ccccc1C(=O)NCCC(=O)N1CCN(S(=O)(=O)c2cccc(Cl)c2)CC1,nt,99,-6,nt,nt,1.3,-7,nt,-4
O=C(CCSCc1ccc(Cl)cc1)NCCc1ccccc1,-1,113,7,11,-5,1.4,12,1,0
Cn1c(=O)c2cn(-c3cccc4ccccc34)cc2n(C)c1=O,-5,95,18,16,-4,-0.8,7,2,2
COc1ccc(/C=N\NC(=O)COc2ccc(Cl)cc2Cl)c(C(=O)O)c1OC,11,108,3,-3,-4,-1.9,7,5,-3
COc1ccc(N(CC(=O)NCCSC2CCCCC2)S(=O)(=O)c2ccccc2)c(OC)c1,5,104,-4,-4,-1,3.9,-19,1,3
COc1ccc2c(c1)SCC/C2=C\CN1C(=O)CCC1=O,10,103,8,0,-2,3.0,-7,-9,3
O=C(Nc1ccc(SC(F)F)cc1)c1cccc2nc3ccccc3nc12,5,92,7,1,-6,0.0,3,0,0
CCOC(=O)c1ccc(NC(=S)NCCCN2CCOCC2)cc1,3,103,0,-3,-1,-0.9,-5,4,-6
O=C1c2cccc3cccc(c23)C(=O)N1Cc1ccccc1,6,102,9,23,-7,-0.1,-2,3,-2
CCCc1ccc(C2=Nn3c(nnc3C(C)C)SC2)cc1,7,93,12,16,0,3.4,19,3,2
Cc1ccccc1OCC(=O)NCCN(C)C,-2,93,-4,-2,-1,-0.9,7,9,0
COc1ccc(C(=O)c2c[nH]cc2-c2ccccc2)cc1,16,87,-4,-1,4,-1.1,6,1,2
O=C(/C=C\c1ccccc1)Nc1ccc(NC(=O)c2ccco2)cc1,8,99,14,-1,-3,2.2,7,0,0
CN(CC(=O)NCc1ccccc1Cl)S(=O)(=O)c1cccs1,6,99,4,-14,-6,1.6,-11,1,-2
Cc1cccc(C)c1OCCOC(=O)c1n[nH]c2ccccc12,4,102,2,-1,-1,2.5,11,-3,0
Cc1ccccc1N/N=C/c1sc(=O)n(Cc2cccc(C(=O)O)c2)c1Cl,1,95,5,10,3,0.7,15,3,9

# Of the compounds above, 3 have a CF3 group:
SMILES,EBNA-1 inhibitor,CR mimetic SO,JMJD2C inh,HCV core dimer,TPT1 inh,PP5 inh,ZTA counter,CTSL1 counter,PP1 counter
O=C(NCc1cccnc1)C1CCN(S(=O)(=O)c2cccc(C(F)(F)F)c2)CC1,nt,83,9,nt,nt,-2.0,0,nt,-6
Cc1cccc(OCCNc2ccc(C(F)(F)F)cc2[N+](=O)[O-])c1,10,101,-4,3,-2,3.3,6,0,2
C=CCNC(=S)N1CCN(c2ncc(C(F)(F)F)cc2Cl)CC1,-24,105,-2,-1,1,2.8,-26,6,-2

# Screening results as filed in PubChem BioAssay.
